ATXN2 expr inh: Primary qHTS for Inhibitors of ATXN expression. HEK-293 ATXN2-luciferase reporter, luminescence, 24 h. Potency, µM (top dose mostly 57 µM), for the others: at the highest dose activity change, negative = inhibition, most hits filed as inhibitors. 360,000 compounds, 0.72% hits. AID 1745845, 2022; note: potency is the fitted concentration of half-maximal effect; % is set by controls: 0 for no effect and ±100 for the full control effect; nearly all actives have a fitted effect of over 55% in size
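ATXN2-luciferase reporter cells (luciferase flanked by upstream and downstream ATXN2 gene portions) were treated 24 h at 37 °C with compounds at up to 57 uM. SteadyGlo luminescence gave expression; GF-AFC fluorescence gave viability.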
Nrf2 activator: qHTS of Nrf2 Activators; AREc32 ARE-luciferase reporter (MCF7-derived line), luminescence, 24 h; Potency, µM (top dose mostly 46.1 µM), for inactives: at the highest dose activation, hits mostly activators; 410,000 compounds, 0.31% hits; AID 624171, 2012; note: potency is the fitted concentration of half-maximal effect; % of control where 0% means no effect; nearly all actives have a fitted effect of over 65% in size
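Each well held 1000 AREc32 cells, which were incubated with compound for 24 hr at 37 deg C after overnight attachment, and ARE reporter activity was quantified by firefly luciferase luminescence.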
A549 tox: Nrf2 qHTS screen for inhibitors: counterscreen for cytotoxicity; AID 504648, 2011; 390,000 compounds, 0.16% hits; A549 ARE-Fluc cells, CellTiter-Fluor viability, 18-24 h; Potency, µM (titrated, usually from 46 µM), for the others: top-dose activity change, negative = cytotoxicity, most hits filed as inhibitors; note: potency is the fitted concentration of half-maximal effect; % is set by controls: 0 for no effect and ±100 for the full control effect
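A549 ARE-Fluc cells in 5% FBS OPTI-MEM, 5000 cells/well, rested 2 h then exposed to compounds in concentration-response for 18-24 h at 37 °C. Viability by CellTiter-Fluor fluorescence (Ex 405/Em 525) after 30 min; luciferase luminescence (BugLite, 15 min, RT) read afterwards.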
EPAC2 agonist: qHTS for Agonist of cAMP-regulated guanine nucleotide exchange factor 4 (EPAC2): primary screen. Rap guanine nucleotide exchange factor 4 (Homo sapiens), Q8WZA2. Potency, µM (doses to about 154 µM), for inactives: at the top dose activation, most hits filed as activators. 360,000 compounds, 0.079% hits. EPAC2 activation, biochemical qHTS; response scale: 100% = 6.5 mM cAMP response; note: potency is the fitted concentration of half-maximal effect; nearly all actives have a fitted effect of over 50% in size
Target sequence (Q8WZA2 whole entry, looked up): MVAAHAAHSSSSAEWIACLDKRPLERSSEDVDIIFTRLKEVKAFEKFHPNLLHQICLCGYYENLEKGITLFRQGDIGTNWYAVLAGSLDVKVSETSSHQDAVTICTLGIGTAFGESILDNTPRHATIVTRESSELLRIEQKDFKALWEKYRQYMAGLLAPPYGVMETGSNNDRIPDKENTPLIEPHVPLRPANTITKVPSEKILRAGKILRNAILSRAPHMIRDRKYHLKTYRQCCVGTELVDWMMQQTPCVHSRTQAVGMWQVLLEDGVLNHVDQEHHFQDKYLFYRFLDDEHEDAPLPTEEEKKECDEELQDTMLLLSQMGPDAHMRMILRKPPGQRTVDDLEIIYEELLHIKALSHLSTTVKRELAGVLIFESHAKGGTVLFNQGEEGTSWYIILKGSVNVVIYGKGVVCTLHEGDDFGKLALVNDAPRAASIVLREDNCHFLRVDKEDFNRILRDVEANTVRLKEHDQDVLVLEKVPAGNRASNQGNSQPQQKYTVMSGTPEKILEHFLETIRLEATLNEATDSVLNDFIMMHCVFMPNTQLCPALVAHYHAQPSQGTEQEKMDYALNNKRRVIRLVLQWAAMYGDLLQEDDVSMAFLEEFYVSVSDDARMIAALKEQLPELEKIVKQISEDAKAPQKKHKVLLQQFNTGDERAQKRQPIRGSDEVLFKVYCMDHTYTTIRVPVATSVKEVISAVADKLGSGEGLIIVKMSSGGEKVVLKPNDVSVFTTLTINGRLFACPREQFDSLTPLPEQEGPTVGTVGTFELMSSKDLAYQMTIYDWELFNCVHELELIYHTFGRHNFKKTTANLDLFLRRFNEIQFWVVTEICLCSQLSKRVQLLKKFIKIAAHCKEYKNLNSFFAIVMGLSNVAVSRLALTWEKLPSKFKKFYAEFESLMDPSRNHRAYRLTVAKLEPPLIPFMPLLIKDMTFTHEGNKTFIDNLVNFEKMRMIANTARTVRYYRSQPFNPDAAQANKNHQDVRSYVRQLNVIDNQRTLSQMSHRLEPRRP
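Each well held 100 nM EPAC2, 250 nM RAP1B-BODIPY-GDP and 50 uM GDP. Fluorescence, read at 5-min intervals to 30 min, was referenced to a 6.5 mM cAMP positive control.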
TGFb inhibitor: qHTS for Inhibitors of TGF-b; HepG2 CAGA-GFP TGF-b/SMAD3 reporter, GFP fluorescence, 18 h; TGF-beta stimulated, 500 pg/mL final; AID 588855, 2011; 410,000 compounds, 1.2% hits; Potency, µM (series often up to 46.1 µM), for the others: at the highest dose activity, negative = inhibition, actives largely listed as inhibitors; note: potency is the fitted concentration of half-maximal effect; % is set by controls: 0 for no effect and ±100 for the full control effect; nearly all actives have a fitted effect of over 65% in size
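Read-out: total well GFP (ex488/em500-530) summed from mean per-cell fluorescence. Cells: HEPG2 CAGA-GFP, 1% FBS DMEM, 18 h at 37 degrees C with 500 pg/mL final TGF-beta. Unstimulated wells served as the full-inhibition control; stimulated DMSO wells = 0%.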
ATXN viability: Viability Counterscreen for Primary qHTS for Inhibitors of ATXN expression; S2 cells (HEK-293 line with an ATXN2-luciferase reporter) viability, CellTiter-Fluor protease fluorescence, 24 h; Potency, µM (doses to about 56.7 µM), actives largely listed as cytotoxic; 400,000 compounds, 0.49% hits; AID 651635, 2014; note: potency is the fitted concentration of half-maximal effect; nearly all actives have a fitted effect of over 40% in size
HepG2 viability: qHTS for Inhibitors of TGF-b: Cytotox Counterscreen | HepG2 CAGA-GFP viability, ATP luminescence, 18 h | 410,000 compounds, 0.76% hits | Potency, µM (series often up to 46.1 µM), inactives show at the highest dose activity change, negative = cytotoxicity, hits mostly cytotoxic | AID 588856, 2011; note: potency is the fitted concentration of half-maximal effect; some results filed as inactive show a strong effect at the top dose
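CellTiter-Glo luminescence gave cytotoxicity after 18 hours at 37 degrees C. The cells were HepG2 CAGA-GFP in 1% FBS DMEM, stimulated with 500 pg/mL TGF-beta after compound addition. %Activity was normalised to no-cell wells (complete cell-killing) and DMSO (no toxicity), and curves were fitted and classified.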
Nrf2 block: Nrf2 qHTS screen for inhibitors | Potency, µM (highest dose often 46 µM), for inactives: at the top dose activity change, negative = inhibition, actives largely listed as inhibitors | 360,000 compounds, 2.1% hits | A549 ARE-Fluc reporter, luciferase luminescence, 18-24 h | AID 504444, 2011; note: potency is the fitted concentration of half-maximal effect; % is set by controls: 0 for no effect and ±100 for the full control effect; nearly all actives have a fitted effect of over 60% in size
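Concentration-response testing used A549 ARE_Fluc cells at 5000 cells/well. Following an 18-24 h compound incubation, viability was read by fluorescence (Ex 405/Em 525) and luciferase output by luminescence.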
IL2 activator: qHTS of IL-2 Activators. IL-2 activation reporter assay, cell-based qHTS; stimulated with anti-CD3/CD4/CD28 beads; in transgenic mouse T cells. activation, % (series mostly up to about 46 µM). 360,000 compounds, 0.065% hits; in the data active = activation above about 50%; inconclusive = mostly about 30% to 49%; note: 0% is about no effect
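EGFP and DsRed fluorescence is measured by plate cytometry in unstimulated transgenic mouse T cells exposed to compound for 60 minutes, then stimulated 18 hours at 37 degrees C with anti-CD3/anti-CD4 beads plus anti-CD28.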
* = called active by the depositor; i = inactive; ? = inconclusive; nt = not tested or not shown; [ ] = another dose, or the depositor's remark. Unless noted, calls come from the whole dose curve; as a rule, active = well fitted curve in the direction sought with a large enough effect; inconclusive = small, poorly fitted or top-dose-only effect, or another doubt; inactive = no such curve, though single readings can be large; an effect the other way counts as inactive or inconclusive.

No. | structure | ATXN2 expr inh | Nrf2 activator | A549 tox | EPAC2 agonist | TGFb inhibitor | ATXN viability | HepG2 viability | Nrf2 block | IL2 activator
1 | Cc1ccc(C(=O)N/C(=C/c2ccco2)C(=O)N2CCOCC2)cc1 | -16% | 0.1% | -4% | 6% | 3% | i | 4% | 1% | 2.1
2 | Cc1ccc(NS(=O)(=O)c2ccc3c(c2)N(C)C(=O)CC(=O)N3C)cc1Cl | 0% | 4.1% | -4% | nt | 2% | i | -7% | ? | nt
3 | Cc1cc(C)c(C)c(S(=O)(=O)N2CCCN(C)CC2)c1C | -18% | 0.2% | 15% | 11% | 13% | i | -19% | 3% | 0.7
4 | CC(Cc1ccccc1)N/C=C1\CC(=O)NC1=O (stereo not drawn) | 5% | 0.6% | 0% | 0% | 9% | i | -2% | nt | 0.1
5 | CCN(CC)CC(C)(C)C(=O)/C=C/c1ccc(/C=C/C(=O)C(C)(C)CN(CC)CC)cc1 | 4µM* | -3.7% | 16µM* | 3% | 4.5µM* | 5.6µM* | 5µM* | 21µM* | -0.7
6 | CCCN(CCC)CC(=O)NCC1(c2ccccc2)CCOCC1 | -10% | -0.5% | 2% | 5% | -2% | i | -42% | ? | -2.0
7 | CC(C)(O)c1[nH]c2ccc(C(F)(F)F)cc2c1C(C)(C)O | -12% | 5.7% | 1% | 1% | ? | i | -34% | -8% | -0.2
8 | Cc1ccc(S(=O)(=O)Cn2nnnc2C(C(C)C)N2CCSCC2)cc1 (stereo not drawn) | -2% | -0.4% | ? | 19% | -5% | i | -9% | -14% | 0.0
9 | COc1ccccc1C(=O)NC(CCSC)C(=O)NNC(=O)c1csc(N2CCOCC2)n1 (stereo not drawn) | 9% | -0.1% | -2% | -4% | -5% | i | 5% | 3% | -2.9
10 | CCOc1ccccc1C1C(C#N)=C(N)Oc2cc(C)n(C)c(=O)c21 (stereo not drawn) | -4% | 0.3% | -3% | 6% | 0% | i | -13% | -9% | -1.0
11 | CSc1ncc(CN2CCc3c([nH]c4ccccc34)C2c2cccc(C)n2)cn1 (stereo not drawn) | 5% | 13% | -6% | 7% | 1% | i | -1% | 1% | -1.7
12 | COc1ccc2c(c1)NC(c1ccc(N(C)C)cc1)c1cccn1-2 (stereo not drawn) | 2% | 14% | -8% | -3% | -26% | ? | -33% | 15% | -4.3
13 | Cc1cc(C)n(-c2nc(NCC(C)O)c3c4c(sc3n2)CCCC4)n1 (stereo not drawn) | -6% | 4.1% | -17% | 6% | -1% | i | -17% | nt | 0.8
14 | COc1ccc(CNC(=O)COC(=O)CCCOc2ccc(Cl)cc2Cl)cc1 | -33% | -2.7% | -4% | 27% | -16% | i | -8% | -6% | 2.5
15 | COc1ccc(Br)cc1CN(C)CC(O)COc1ccc(Br)cc1 (stereo not drawn) | ? | 5.8% | 0% | 5% | ? | i | 18µM* | 10% | -0.4
16 | Cc1ccc(C(=O)N/N=C/c2cccc(OC(=O)/C=C/c3ccco3)c2)cn1 | 28% | 3.7% | 4% | 11% | -6% | i | 7% | 3% | 2.0
17 | Cc1cc(OCC(=O)N2CCC[C@@H]2C(=O)O)c2c(C)c(C)c(=O)oc2c1 | 4% | -1.0% | 6% | 3% | 16% | i | -9% | -1% | 0.5
18 | CCOc1ccccc1NC(=O)c1ccc(F)c(S(=O)(=O)N2CCN(c3ccc(F)cc3)CC2)c1 | nt | 0.4% | -5% | nt | 1% | nt | 6% | nt | nt
19 | CCC(C)NC(=O)c1ccc(CN2CCc3ccccc3C2)cc1 (stereo not drawn) | -12% | -0.1% | 9% | -2% | -13% | i | -3% | -9% | 0.2
20 | C/C(CC(=O)NCc1ccco1)=N\NC(=O)c1ccc([N+](=O)[O-])cc1Cl | -5% | -0.3% | -2% | -2% | 19% | i | 11% | 5% | 1.5
21 | CCCNC(=O)c1ccc(-c2nc(CS(=O)(=O)c3ccc(C)cc3)c(C)o2)cc1 | 7% | -0.5% | 6% | nt | 2% | i | -23% | -7% | nt
22 | COCCN(CCOC)Cc1c(C)[nH]c2ccccc2c1=O | 6% | -0.8% | -1% | -3% | -3% | i | 1% | 23% | -1.6
23 | CCOC(=O)C1=C(C)NC(=O)NC1c1ccc(Cl)cc1Cl (stereo not drawn) | -7% | 0.4% | 0%[1.84 µM] | -5% | -27% | i | -12% | -4% | 2.7
24 | NS(=O)(=O)c1ccc(CNS(=O)(=O)c2ccc(Cl)nc2)cc1 | 4% | -0.8% | 2% | 1% | -8% | i | -1% | -8% | -2.9

One compound at a time, from the list above.
Record of CCOc1ccccc1C1C(C#N)=C(N)Oc2cc(C)n(C)c(=O)c21 (stereo not drawn) = ATXN2 expr inh: -4%; Nrf2 activator: 0.3%; A549 tox: -3%; EPAC2 agonist: 6%; TGFb inhibitor: 0%; ATXN viability: i; HepG2 viability: -13%; Nrf2 block: -9%; IL2 activator: -1.0
Record of C/C(CC(=O)NCc1ccco1)=N\NC(=O)c1ccc([N+](=O)[O-])cc1Cl = ATXN2 expr inh: -5%; Nrf2 activator: -0.3%; A549 tox: -2%; EPAC2 agonist: -2%; TGFb inhibitor: 19%; ATXN viability: i; HepG2 viability: 11%; Nrf2 block: 5%; IL2 activator: 1.5

(listing goes on)
No. | structure | ATXN2 expr inh | Nrf2 activator | A549 tox | EPAC2 agonist | TGFb inhibitor | ATXN viability | HepG2 viability | Nrf2 block | IL2 activator
25 | COc1ccc(OCC(=O)Nc2ccc(N3CCC(C)CC3)cc2)cc1 | -2% | -1.7% | -4% | -6% | -2% | i | -2% | 0% | 0.1
26 | NS(=O)(=O)c1cccc(NC(=O)COC(=O)c2ccccc2SCC(=O)N2CCCC2)c1 | 4% | 0.0% | 4% | -1% | -1% | i | -11% | -19% | -2.6
27 | Cc1ccc(S(=O)(=O)NNC(=O)c2ccc(F)cc2)cc1 | nt | -1.0% | 1% | 5% | ? | i | -43% | -16% | -0.3
28 | Cc1ccc(NC(=O)COc2ccccc2C#N)cc1S(=O)(=O)N1CCCCCC1 | ? | 3.5% | -17% | 2% | ? | i | -14% | 2% | -0.8
29 | CCOC(=O)c1cccc(N2C(=O)Nc3ccccc3N2O)c1 | 2% | -0.1% | 1% | 13% | -8% | i | -5% | 17% | -1.2
30 | Cc1cc(/C=C2/C(=N)N3C(=NC2=O)SN=C3S(C)(=O)=O)c(C)n1-c1ccccc1 | 33%[activator] | 0.4% | -15% | 0% | 23% | nt | 30% | 12% | 4.0
31 | COc1ccccc1NS(=O)(=O)c1cccc(C(=O)NNC(=O)C(C)NC(=O)c2ccco2)c1 (stereo not drawn) | -3% | -1.6% | -3% | 8% | 8% | i | 0% | 8% | 0.1
32 | CCn1cc(CN2CCN(Cc3ccsc3)C(CCO)C2)cn1 (stereo not drawn) | 14% | 0.2% | -1% | -9% | 0% | i | 8% | 10% | -3.0
33 | Cc1csc(NC(=O)CSc2nnc(-c3ccoc3C)o2)n1 | 57%[activator] | 5.1% | -5% | 0% | -4% | i | -3% | 28% | -1.0
34 | Cc1nc(-c2nc(-c3c(C(=O)NNC(=O)Nc4cccc(Cl)c4)noc3C)cs2)cs1 | -15% | -1.1% | -8% | 2% | -1% | i | -20% | 5% | -5.5
35 | C=CCn1c(O)c(N=NC(=S)Nc2cccc(C)c2)c2ccccc21 | ? | 2.2% | ? | 8% | ? | i | 2% | ? | -0.4
36 | N#C/C(=C\c1cccnc1)C(=O)Nc1ccc(Cl)cc1 | -11% | -0.3% | 1% | 17% | 18% | i | 3% | 6% | -1.8
37 | Cc1cc(OCCCCOc2ccc(S(N)(=O)=O)c(C)c2)ccc1S(N)(=O)=O | nt | 9.1% | -6% | 8% | ? | i | -34% | 12µM* | 2.5
38 | COc1cc(/C=C/C(=O)OCC(=O)NC(=O)NC(C)(C)C)cc(OC)c1OC | 0% | 2.5% | 1% | 0% | 2% | i | 4% | -4% | -6.5
39 | CC1Cc2ccccc2N1C(=O)CN(C)CC(=O)Nc1cccc(F)c1 (stereo not drawn) | nt | -0.2% | 5% | 9% | -4% | i | -2% | 8% | -0.1
40 | COc1ccc2c(c1)CCCC21NC(=O)N(CC(=O)c2cc(F)ccc2F)C1=O (stereo not drawn) | nt | -0.5% | -3% | 7% | -17% | ? | -14% | 9% | 0.8
41 | Cc1cccc(NC(=O)c2sc(NC(=O)COc3ccccc3)c(C#N)c2C)c1C | -4% | 0.4% | 1% | 3% | 0% | i | 20% | -3% | 3.7

A second format for some results above.
Results follow in this order: ATXN2 expr inh, Nrf2 activator, A549 tox, EPAC2 agonist, TGFb inhibitor, ATXN viability, HepG2 viability, Nrf2 block, IL2 activator
39: CC1Cc2ccccc2N1C(=O)CN(C)CC(=O)Nc1cccc(F)c1 (stereo not drawn)
    nt, -0.2%, 5%, 9%, -4%, i, -2%, 8%, -0.1
40: COc1ccc2c(c1)CCCC21NC(=O)N(CC(=O)c2cc(F)ccc2F)C1=O (stereo not drawn)
    nt, -0.5%, -3%, 7%, -17%, ?, -14%, 9%, 0.8

Bioassay records as filed in PubChem BioAssay.
